# MRP1 act: H69AR viability gain despite doxorubicin, primary screen, MRP-1 activator project, H69AR cells, CellTiter-Glo. viability rescue. viability increase, % at 10 µM. hit rate 0.61% among 140,000. AID 799, 2007;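 active = viability gain under doxorubicin at or above a set limit, the compound median plus 3 SD, cut at about 4.7% in these data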;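 note: MRP-1 overexpressing cells given doxorubicin 25 µM after compound pretreatment; 18-22 h compound pretreatment then 72 h with doxorubicin before readout; 0% = doxorubicin-only wells and 100% = vehicle-treated cells without doxorubicin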
# bCat KO growth: primary screen for growth suppressors in beta-catenin knockout HCT116 cells (colon tumor, human). hit rate 1.5% among 140,000. viability, % at 10 µM. HCT116 beta-catenin knockout viability, CellTiter-Glo, 60 h; active compounds read low;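 active = viability at or under a set limit, the compound median less 4 SD, cut at about 6% in these data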;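 note: 0% = Hyamine 1622 control at 20 µM and 100% = untreated cell control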
# BB579 growth dn: growth inhibitors of yeast BB579 in restrictive medium, primary screen, yeast lifespan-shortening project, S. cerevisiae; OD615, 48 h; inhibition, % at 10 µM; hit rate 0.51% among 140,000; AID 804, 2007;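 active = inhibition above a set limit, 3 SD over the mean compound inhibition, cut at about 44% in these data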; note: inactives centre near -24
#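 Test system: Saccharomyces cerevisiae DeaD strain BB579, replicative lifespan model yeast | Buffer or medium: Restrictive CSMM-D medium | Doses: One dose, 10 µM compound with 0.25% DMSO | Incubation: 48 h exposure, 30 °C | Detection: Culture absorbance at 615 nm | Control set: Amphotericin B at 10 µg/mL as positive control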
# GALR2 antag: GALR2 antagonists in receptor-expressing cells, primary screen; antagonist mode; inhibition, % at 4 µM; hit rate 0.39% among 140,000; AID 828, 2007; in the data active = inhibition above about 27%;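 note: cells stimulated with galanin 1-16 at roughly its EC80; 0% = agonist challenge control and 100% = basal control without agonist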
# Target sequence (O43603 whole entry, looked up): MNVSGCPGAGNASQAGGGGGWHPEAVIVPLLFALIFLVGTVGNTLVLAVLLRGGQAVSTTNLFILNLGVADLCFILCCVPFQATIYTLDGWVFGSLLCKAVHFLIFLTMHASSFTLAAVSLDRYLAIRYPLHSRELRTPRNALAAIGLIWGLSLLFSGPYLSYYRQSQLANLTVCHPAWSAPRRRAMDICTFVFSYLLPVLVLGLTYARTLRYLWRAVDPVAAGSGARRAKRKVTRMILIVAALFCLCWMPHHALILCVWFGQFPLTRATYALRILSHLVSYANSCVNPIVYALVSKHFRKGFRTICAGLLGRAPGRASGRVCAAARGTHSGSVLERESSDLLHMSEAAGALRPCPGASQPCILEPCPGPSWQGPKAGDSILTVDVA
# PTEN del growth: growth suppression of PTEN-null HCT116, primary screen, cell-based, CellTiter-Glo; HCT116 PTEN-null viability, 60 h; active compounds read low; viability, % at 10 µM; hit rate 1.2% among 140,000; AID 827, 2007;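 active = viability at or below a set limit, 4 SD under the median of all tested compounds, cut at about 3.7% in these data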;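 note: PTEN knockout HCT116 line with beta catenin targeted HCT116 as companion control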
# E-sel TNF inh: E-selectin induction blockers in HUVEC – imaging, immunofluorescence, high content, primary screen | HUVEC TNFa-induced E-selectin immunofluorescence | hit rate 0.71% among 120,000 | inhibition, % at 2 µM;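 active = inhibition above the batch mean plus 3 SD, and confirmed as a hit on visual image review, cut at about 43% in these data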;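 note: 0% = TNF-stimulated DMSO wells and 100% = unstimulated control wells; not every result past the cut was called active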
# Yeast life ext: compounds extending yeast replicative lifespan, primary screen, S. cerevisiae, OD615. S. cerevisiae growth with nicotinamide; deaD strain in restrictive glucose medium. inhibition of the nicotinamide effect, % at 10 µM. hit rate 0.68% among 130,000;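 active = inhibition above a set limit, placed 3 SD over the median of all compounds, cut at about 26% in these data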;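 note: 0% = nicotinamide-treated wells and 100% = cells grown without nicotinamide; some compounds called inactive have numbers as strong as hits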
#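 Assay system: engineered S. cerevisiae DeaD replicative-lifespan strain, galactose-grown log-phase cells; medium: restrictive CSMM-D dextrose medium; also added: nicotinamide, 1.5 mM, co-present with compound; schedule: 48 h compound exposure at 30 °C, humidified; detection: absorbance at 615 nm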
# NPY Y2 blocker: NPY-Y2 receptor antagonists, primary screen, cell-based. AID 793, 2007. NPY-Y2 expressing cells, antagonist mode. Neuropeptide Y receptor type 2 (Homo sapiens), P49146. inhibition, % at 2.7 µM. hit rate 0.99% among 140,000; in the data active = inhibition above about 17%;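 note: 0% = vehicle with agonist challenge and 100% = reference antagonist with challenge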
# Target sequence (P49146 whole entry, looked up): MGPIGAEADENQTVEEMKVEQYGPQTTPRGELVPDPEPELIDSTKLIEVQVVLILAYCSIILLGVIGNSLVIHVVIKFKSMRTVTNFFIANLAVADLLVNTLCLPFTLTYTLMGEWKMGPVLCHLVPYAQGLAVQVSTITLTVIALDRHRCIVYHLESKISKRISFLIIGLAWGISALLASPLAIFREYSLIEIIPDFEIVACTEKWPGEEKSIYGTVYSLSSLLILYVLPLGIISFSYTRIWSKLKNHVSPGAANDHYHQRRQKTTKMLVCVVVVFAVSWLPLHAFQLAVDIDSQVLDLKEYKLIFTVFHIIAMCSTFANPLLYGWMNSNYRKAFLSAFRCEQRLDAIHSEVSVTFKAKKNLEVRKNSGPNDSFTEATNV
# Measles CPE: compounds protecting cells from measles virus cytopathic effect, primary screen, measles RdRp inhibitor project, single point, MLSMR library, absorbance. hit rate 1.5% among 140,000. protection (pct of control), % at 4 µM. Measles virus-infected cells, CPE protection; in the data active = protection mostly above about 24%, no sharp cut-off; inactive = mostly below about 26%; note: some compounds called inactive have numbers as strong as hits
# Phagocyt inh: inhibitors of macrophage phagocytosis, primary screen, imaging, J774A.1 cells, IgG beads; AID 1029, 2008; J774A.1 macrophage IgG-bead phagocytosis; hit rate 0.07% among 110,000; inhibition, % at 5 µM;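 active = inhibition above the mean of the plate negative controls plus 5 SD, cut at about 13% in these data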;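 note: phagocytic index as fraction of beads internalized from green versus red external bead signal; plate controls were DMSO negative control for no effect and cytochalasin-D positive control for full effect; some results beyond the cut were filed as inactive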
# The depositor's hits bear a star; x = not tested or not shown.
SMILES,MRP1 act,bCat KO growth,BB579 growth dn,GALR2 antag,PTEN del growth,E-sel TNF inh,Yeast life ext,NPY Y2 blocker,Measles CPE,Phagocyt inh
COc1ccc(OC)c(S(=O)(=O)NCc2cccnc2)c1,-0.9,97,-30,-6,101,-6,-5,0,24,0
COc1ccc(CC(=O)OCC(=O)Nc2ccc(Cl)cn2)cc1,0.2,92,-53,2,102,0,-18,7,6,0
CCN(CC)S(=O)(=O)c1ccc2c(c1)nc(SCn1nnc3ccccc3c1=O)n2CC,-1.4,74,-47,17,83,1,-5,5,5,0
Cc1ccc(C(=O)Nc2ccc3c(c2)CCC3)o1,0.1,91,-1,5,74,-6,-15,1,27,9
O=c1[nH]c2cc(Cl)cc(Cl)c2[nH]c1=O,-1.6,92,-9,8,108,35,-6,6,4,1
O=C(O)CCn1c(SCc2ccccc2)nc2ccccc21,0.7,100,-8,8,91,10,-18,3,9,0
CN1CCc2c(c3c(n2C)CCN(C)[C@H]3c2ccccc2F)[C@@H]1c1ccccc1F,-1.1,83,-27,0,80,-62,-11,7,7,x
CC(C)C1C(c2ccccc2)N(C)C(c2ccccc2)CC1(O)c1ccccc1 (configuration not stated),-1.9,26,-69,16,25,x,46*,-2,5,-1
CC(C)COP(=O)(c1ccc(N(C)C)cc1)C(Nc1ccccc1)c1cccnc1 (configuration not stated),-3.5,86,-15,4,75,x,3,2,6,-7
CC(=O)N1CC(=O)N(OCc2ccccc2)C1c1ccc(Cl)cc1Cl (configuration not stated),-3.1,108,-27,-1,99,15,-8,2,17,x
CCCCCn1c(=O)[nH]c2cc(C(=O)O)ccc2c1=O,-0.7,93,-49,-1,91,-33,-3,-1,4,4
CC(C)CCNC(=O)CN(CC1CCCO1)C(=O)CCC(=O)Nc1nccs1 (configuration not stated),-3.1,77,-24,-4,89,20,-14,2,5,-2
O=C(COc1ccccc1)Nc1ccc([N+](=O)[O-])cc1,2.6,107,-4,4,113,x,-8,1,14,-6
CNc1ccccc(-c2ccc3cc4c(cc3n2)OCO4)c1=O,-1.4,80,-19,2,70,x,3,0,15,-3
CCNc1nc(NCC)n2c(SCC(=O)O)nnc2n1,-0.8,89,-10,0,97,-26,-3,-1,30,-3
CCCOc1ccccc1Cn1c(=O)oc2ccc(C)cc21,0.2,75,-26,14,81,-5,-6,21*,2,0
O=C(Nc1c(C(=O)NCc2ccco2)cnn1-c1ccccc1)c1cccc(F)c1,-2.5,92,-26,13,108,-41,x,2,14,1
CC(C)N(CCO)C(=O)C(c1ccccc1)c1ccccc1,-0.8,92,-42,-12,91,-12,-17,3,6,0
Cc1ccc(-c2nn(C(C)(C)C)c3ncnc(N)c23)cc1,-6.4,64,81*,-17,68,x,-15,3,3,x
O=C(NC(=S)Nc1nc2ccccc2s1)c1cccs1,-1.5,94,-28,19,92,x,5,0,11,x
COc1ccc(-n2c(Cc3cccn3C)nnc2SCC(=O)NC2CCCC2)cc1,-1.3,88,-31,-3,97,19,-6,1,4,0
OC(CN1CCN(Cc2ccccc2)CC1)c1ccc(F)cc1 (configuration not stated),-1.0,93,-13,-3,100,13,1,0,28,-4
COC(=O)CN1C(=O)COc2ccc(Cl)cc21,0.7,80,-16,4,93,5,0,2,8,x
CCOC(=O)c1ccc(NC(=O)C(CC)CC)cc1,-0.6,97,-43,3,93,15,-12,4,15,-1
O=C(NCc1ccco1)C1CCN(c2nc3ccccc3n2Cc2ccccc2F)CC1,-4.6,79,-24,5,85,x,-8,2,6,2
Cc1ccc(NC(=O)CN2C(=O)COc3ccc(C)cc32)nc1,-1.1,96,-17,1,92,-28,-4,2,4,-1
O=C(CCCSc1nc2ccccc2s1)NC1=NCCS1,-3.9,93,-55,7,95,-19,-31,4,4,1
Cc1[nH]nc2c1C1(C(=O)Nc3ccc([N+](=O)[O-])cc31)C(C#N)=C(N)O2 (configuration not stated),-0.5,97,-3,2,111,13,-8,0,4,1
COc1ccc(/C=C(/NC(C)=O)C(=O)O)cc1,-1.4,97,-14,1,101,21,-9,2,1,1
CC(C)CNC(=O)NC(=O)COc1ncnc2sccc12,-0.5,104,-40,9,117,x,-9,-1,0,x

# In another format: entries from further up.
# Values in the order – MRP1 act	bCat KO growth	BB579 growth dn	GALR2 antag	PTEN del growth	E-sel TNF inh	Yeast life ext	NPY Y2 blocker	Measles CPE	Phagocyt inh
O=C(Nc1c(C(=O)NCc2ccco2)cnn1-c1ccccc1)c1cccc(F)c1
 : -2.5	92	-26	13	108	-41	x	2	14	1
CC(C)N(CCO)C(=O)C(c1ccccc1)c1ccccc1
 : -0.8	92	-42	-12	91	-12	-17	3	6	0

# Going on with the list.
SMILES,MRP1 act,bCat KO growth,BB579 growth dn,GALR2 antag,PTEN del growth,E-sel TNF inh,Yeast life ext,NPY Y2 blocker,Measles CPE,Phagocyt inh
CCc1nc(SCC(=O)NNC(=O)C(C)C)c2ccccc2n1,-0.2,88,-41,11,101,x,-5,2,17,-1
O=C(Cn1c(=O)[nH]c2ccsc2c1=O)NC1CCCCC1,-0.5,94,-28,7,96,x,-1,0,8,-1
Cc1c(C(=O)NCc2ccccc2)c(-c2ccccc2)nn1-c1ccccc1,-1.0,99,-12,2,91,-5,-6,4,0,-1
COc1ccc(CN=C2NC(=O)CC(C(=O)Nc3ccc(F)cc3)S2)cc1 (configuration not stated),6.7*,89,-37,-2,93,-11,-5,0,19,-7
COc1cc(/C=N\NC(=O)c2ccc(=O)[nH]n2)cc(OC)c1OC,0.0,82,3,-14,83,-20,-7,0,4,x
CCCN1CCN(C(=O)c2cccc3c2C(=O)N(CCOC)C3)CC1,-2.5,79,-34,-3,93,-10,-5,2,44*,0
CN1C(=O)CC(N2CCN(c3ccc(Cl)cc3)CC2)C1=O (configuration not stated),-0.3,97,-34,-17,87,x,3,0,8,-2
O=C(N/N=C/c1ccc2c(c1)OCO2)c1sc2cc(Cl)ccc2c1Cl,-5.6,6,-21,4,2.1*,17,-5,6,2,x
COc1ccc(OC)c(NC(=O)CN2CCC(C(=O)c3ccc(C)cc3)CC2)c1,-2.0,73,-65,-19,75,30,-7,1,x,x
Cc1ccc(NC(=O)Cn2c(=O)n(CCCCC(=O)NCc3ccco3)c(=O)c3ccccc32)cc1,-0.2,96,-57,4,92,13,-6,3,11,0
Cc1c(Br)c(=O)oc2c(Br)c(O)c(O)cc12,1.4,53,-12,3,60,x,19,3,18,x
N#Cc1ccccc1NCc1ccccc1,-3.2,86,-8,1,92,-46,-10,0,6,0
CCCCc1c(C)nc(Nc2ccc(OC)cc2)[nH]c1=O,0.4,100,6,-6,108,x,-3,3,24,-3
COc1ccc(-c2nc(N3CCC(C)CC3)[nH]c(=O)c2C#N)cc1,-4.4,98,-33,3,80,6,-4,6,13,-2
CSc1ncc(Cl)c(C(=O)Nc2sc3c(c2C(=O)NCc2ccco2)CCCC3)n1,-3.4,68,-28,2,60,x,-4,3,13,0
COc1c2ccoc2nc2c(OC)cccc12,1.5,94,-25,0,89,9,-4,0,6,0
CCn1c2ccc(C)cc2c2nc3cc(C(=O)O)ccc3nc21,-3.3,59,96*,28*,47,15,-15,2,2,-14
Cc1ccc([N+](=O)[O-])c(OCCN2CCNCC2)c1,-3.3,87,-21,-1,83,x,-1,4,8,-2
Cc1cc(C)c2nc(NC(=O)C3CCCO3)sc2c1 (configuration not stated),-1.0,90,-61,2,110,-11,-20,-2,18,0
Cn1c(SCc2nc(-c3ccccc3)no2)nnc1-c1ccco1,-5.0,91,-1,5,99,-10,-28,1,3,x
Cc1ccccc1Nc1nc(-c2ccccc2)c(C(=O)Nc2cccnc2)s1,-3.1,93,-37,4,86,25,-7,-2,6,-9
Cc1nn(C)cc1C(=O)NNC(=S)Nc1ccc(Cl)cc1,-1.9,94,-16,8,96,-62,-15,1,13,0
COc1cccc(C(c2c(O)nc(SC)n(C)c2=O)c2c(O)nc(SC)n(C)c2=O)c1,-2.9,75,-33,12,85,17,-16,1,6,-1
CCC(C)NC(=O)CSc1nnc(-c2ccoc2C)n1CC1CCCO1 (configuration not stated),-1.5,87,-31,-6,96,-11,-1,-2,4,0
COc1ccc(OC)c(-c2cc(C(=O)Nc3cc(C)n(Cc4ccc(Cl)cc4)n3)no2)c1,-1.8,71,-19,-20,63,x,-4,1,3,-1
Cc1nn(C)c(C)c1NC(=O)Nc1cccc(C(F)(F)F)c1,-0.6,84,-6,15,92,-73,-18,2,7,-3
Cc1ccc2c(c1)NC(=O)C(CC(=O)NCc1cccnc1)O2 (configuration not stated),-1.0,99,-35,-4,103,16,-12,2,10,0
O=[N+]([O-])c1cc(C(F)(F)F)ccc1Sc1ccc2ccccc2n1,-3.0,87,-25,11,88,-25,-1,-1,3,0
COc1cccc(NC(=O)Nc2nnc(N3CCCCC3C)s2)c1 (configuration not stated),-2.1,94,2,3,98,-13,0,1,9,x
O=c1c2c(nc3n1CCCCC3)-c1ccccc1CC21CCCC1,2.1,85,-30,12,86,x,0,3,5,-1
S=C(NC1CCCC1)N1CCN(c2ccccn2)CC1,1.3,92,10,0,102,-2,-6,2,9,-7
CC(C)(C)c1ccc(C(=O)/C=C2\NC(=O)CS2)cc1,-3.4,13,-50,7,22,11,-12,0,2,x
CC1CCc2c(nc3nc[nH]n3c2=O)C1 (configuration not stated),-1.3,109,-37,-7,111,15,-4,3,4,0
CC(=O)C1=C(C)OC(N)=C(C#N)C1c1ccco1 (configuration not stated),-2.1,83,-4,14,91,13,-9,4,4,-2
CCOC(=O)CCCCC(=O)c1[nH]c(=O)[nH]c1CSc1nnc2c3ccccc3n(C(C)C)c2n1,-2.6,89,-41,2,92,x,-2,32*,9,6
CC(=O)Nc1ccccc1-c1nnc(SCc2ccccc2Cl)[nH]c1=O,0.1,98,-11,-6,95,6,-3,0,4,-2
COc1ccc(C(C)NC(=S)NC2CCCC2)cc1OC (configuration not stated),-2.6,85,-4,4,93,7,-2,1,11,-6
COc1ccc(Oc2c(O)c3ccccc3n(C)c2=O)cc1,-2.8,98,-36,-5,92,-9,24,1,4,-6
O=S(=O)(Nc1ccc(N2CCOCC2)cc1)c1cccs1,-2.2,81,-33,-5,88,11,-4,3,7,-1
O=C(Nc1cc(Cl)ccc1Cl)C1CC(=O)N(c2ccc(Br)cc2)C1 (configuration not stated),-1.4,91,-6,-3,99,-7,-3,6,19,x
CCN1N=C(c2ccccc2)Cn2c1nc1ccccc12,-1.7,65,-95,20,76,5,-8,9,19,1
N#CC(c1ccc(Cl)cc1)c1ncc(C(F)(F)F)cc1Cl (configuration not stated),-1.1,93,-15,3,94,-2,32,0,20,x
O=C(COc1ccc(Cl)cc1Br)NC(=O)NCc1ccccc1,-0.9,92,-25,-6,90,x,8,4,17,x
CCCCOc1ncnc2c1[nH]c1ccc(OC)cc12,-1.5,82,-32,8,77,0,-19,1,2,1

# Compound activity as filed in PubChem.
